Source: PubChem (several laboratories)
KCNK9 block: inhibitors of human KCNK9 two-pore domain potassium channel; Q9NPC2; HEK293 KCNK9, FluxOR thallium flux fluorescence; active compounds read low; B-score at 10 µM; actives 1.2% (n = 310,000);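 active means ratio B-score over 3 SD below the library mean, with starting fluorescence within 5 SD of its mean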;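 further: negative B-score means less thallium flux so channel inhibition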
RGS4 act: potentiators or activators of RGS4 | B-score at 10 µM | HEK293 M3R/inducible RGS4, carbachol calcium flux Fluo4; active compounds read low | actives 0.92% (n = 310,000) | AID 463111;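 active means B-score of the integrated calcium signal more than 4 SD below the library mean, with starting fluorescence not abnormally high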;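 further: negative B-score means reduced calcium response which marks RGS4 activation or potentiation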
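Material: M3R-expressing HEK293 line, RGS4 induced by doxycycline | Schedule: Overnight RGS4 induction, 30 min dye load 37 °C, 20 min compound RT | Measured by: Fluo4 fluorescence kinetic imaging of calcium | Read-out: Integrated calcium ratio converted to B score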
KCNQ1 block: human KCNQ1 channel inhibition. actives 1.3% (n = 310,000). CHO-K1 KCNQ1, FluxOR thallium flux fluorescence; active compounds read high. B-score at 10 µM;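 active means compounds whose thallium flux B-score, printed positive for inhibition, exceeds three library SD while starting fluorescence stays within three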;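 further: channel opened by potassium depolarization with thallium stimulus after 20 min compound exposure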
DYRK1A inh: blocks rat Dyrk1A kinase activity | ADP-Glo luminescence, NFATc1 peptide | inhibition, % at 12.5 µM | actives 0.43% (n = 310,000); in the data active means inhibition above about 50%;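 further: plate controls were vehicle with enzyme for no effect and no enzyme for full effect; many of its hits are not listed in these tables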
GSK3beta inhib: inhibitors of human GSK3beta kinase; P49841; GST-GSK3beta kinase, ADP-Glo luminescence, 60 min; active compounds read low; activity score (negative = inhibition), % at 10 µM; actives 0.038% (n = 300,000); AID 2097;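 active means more than half of replicate wells score below -50%, meaning over 50% inhibition versus plate controls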;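 further: 0% = median DMSO wells and -100% = median GW8510 positive control wells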
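Assay system: GST-tagged human GSK3beta kinase, cell-free; Input: 1.6 ng GSK3beta; Medium: Tris/MgCl2 kinase buffer; Timing: 60 min enzyme reaction, room temperature; Signal: ADP-Glo luminescence quantifying ADP generated by kinase; Evaluation: score relative to plate controls; Benchmarks: DMSO neutral wells and GW8510 at 20 µM as positive.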
KCNK3 block: human KCNK3 channel inhibition, primary screen; O14649; CHO-KCNK3 thallium flux, FluxOR fluorescence; active compounds read low; B-score at 10 µM; actives 0.84% (n = 340,000);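 active means B-score under library mean minus 4 SD, starting fluorescence ratio at most library mean plus 5 SD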;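 further: more negative B-score means stronger inhibition of thallium flux through KCNK3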
HDAC3 inhib: blocks human histone deacetylase 3. O15379. recombinant HDAC3, fluorogenic peptide/trypsin coupled, fluorescence. inhibition, % at 8.3 µM. actives 0.15% (n = 320,000); in the data active means inhibition above about 26%, passing the limit was not always enough
GSK3 alpha inh: blocks human GSK-3 alpha kinase | inhibition, % at 10 µM | AID 2650 | ADP-Glo luminescence, 60 min | P49840 | actives 0.1% (n = 320,000);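 in the data active means inhibition above about 50%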;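 further: GST-tagged GSK-3 alpha with peptide substrate and 25 µM ATP; 0% = DMSO neutral wells and 100% = GW8510 positive control wells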
KCNQ1 act: potentiates or activates the human KCNQ1 potassium channel; P51787; CHO-K1 KCNQ1, thallium flux FluxOR fluorescence; active compounds read high; B-score at 10 µM; actives 0.35% (n = 310,000);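 active means fluorescence ratio B-score, a plate-corrected score, at least three library SD, with initial intensity B-score within 5 SD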
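Doses: Single concentration per compound, DMSO matched to controls | Test system: KCNQ1-transfected CHO-K1 cells | Timing: 90 min dye loading and 20 min compound exposure, both at room temperature | Measured by: Kinetic FluxOR thallium fluorescence, 10-s 1-Hz baseline, 110-s post-stimulus read | Medium: Assay buffer with matched DMSO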
PolyA inh: blocks polyadenylation in yeast reporter cells | actives 0.02% (n = 300,000) | S. cerevisiae SKY197-pL101 polyadenylation reporter, beta-gal luminescence; efflux-impaired pdr1/pdr3 knockout yeast; score 100 = 6 SD above DMSO | calls only at 12 µM;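 active means lowest replicate activity score at least 50, where 100 means six control SD above control mean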;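 further: yeast exposed to compound for 9 h at 30 °C; higher score means more reporter readthrough which indicates perturbed polyadenylation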
hERG protect: shields human hERG channel from block by proarrhythmic agents; Q12809; CHO-hERG, FluxOR thallium flux, dofetilide IC70 present; activation (rescue from dofetilide block), less the hit threshold, % at 10 µM; actives 0.51% (n = 310,000); AID 1511;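 active means activation above the mean of controls blocked by dofetilide plus 5 SD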;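 further: thallium influx through hERG after potassium depolarization seen as dye fluorescence rise; in these data hits start at about 4.7%; inactives centre near -7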
Target sequence (Q12809 whole entry, looked up): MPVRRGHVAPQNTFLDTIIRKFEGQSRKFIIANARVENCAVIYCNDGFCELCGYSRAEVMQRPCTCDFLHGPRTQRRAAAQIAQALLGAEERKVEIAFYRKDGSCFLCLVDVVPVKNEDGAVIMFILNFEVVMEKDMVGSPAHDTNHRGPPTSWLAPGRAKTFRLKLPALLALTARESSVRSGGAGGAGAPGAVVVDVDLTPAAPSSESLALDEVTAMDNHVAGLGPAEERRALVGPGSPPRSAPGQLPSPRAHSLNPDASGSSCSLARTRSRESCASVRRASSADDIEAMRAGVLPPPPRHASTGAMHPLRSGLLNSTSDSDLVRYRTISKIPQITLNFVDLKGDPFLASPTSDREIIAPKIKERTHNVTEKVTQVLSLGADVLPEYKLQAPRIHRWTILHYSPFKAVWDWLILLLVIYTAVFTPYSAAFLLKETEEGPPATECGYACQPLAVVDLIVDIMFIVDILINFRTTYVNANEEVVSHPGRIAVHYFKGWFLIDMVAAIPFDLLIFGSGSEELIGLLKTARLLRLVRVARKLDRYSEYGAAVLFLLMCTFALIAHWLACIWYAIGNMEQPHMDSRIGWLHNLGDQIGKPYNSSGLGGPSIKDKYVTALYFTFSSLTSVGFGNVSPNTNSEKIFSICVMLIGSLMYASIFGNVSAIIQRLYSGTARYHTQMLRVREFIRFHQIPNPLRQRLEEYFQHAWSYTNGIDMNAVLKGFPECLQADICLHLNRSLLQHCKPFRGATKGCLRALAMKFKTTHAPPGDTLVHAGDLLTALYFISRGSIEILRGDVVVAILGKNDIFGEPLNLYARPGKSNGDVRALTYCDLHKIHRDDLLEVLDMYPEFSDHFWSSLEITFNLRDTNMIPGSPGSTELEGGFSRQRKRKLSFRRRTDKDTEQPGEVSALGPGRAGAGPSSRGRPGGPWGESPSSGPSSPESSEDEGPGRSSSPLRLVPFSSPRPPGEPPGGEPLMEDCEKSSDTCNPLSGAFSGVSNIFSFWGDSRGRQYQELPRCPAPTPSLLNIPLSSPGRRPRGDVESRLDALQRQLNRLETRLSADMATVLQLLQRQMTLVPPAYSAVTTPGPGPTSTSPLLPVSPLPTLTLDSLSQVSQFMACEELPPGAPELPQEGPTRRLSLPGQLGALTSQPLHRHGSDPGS
An asterisk follows results filed as active; i = inactive; . = not tested or not shown. An excerpt, so the mix of outcomes need not match the whole.

SMILES	KCNK9 block	RGS4 act	KCNQ1 block	DYRK1A inh	GSK3beta inhib	KCNK3 block	HDAC3 inhib	GSK3 alpha inh	KCNQ1 act	PolyA inh	hERG protect
Cc1ccc(S(=O)(=O)N(CC(=O)NCCSc2ccccn2)c2cc(C)cc(C)c2)cc1	i	i	i	4	2	i	7	-4	i	i	-8
CCOc1ccc(S(=O)(=O)N2c3ccccc3CC2C)cc1 (centres undefined)	i	i	i	7	-1	i	-3	-2	i	i	-15
NC(=O)c1nn(-c2ccc(Oc3ccccc3)cc2)c(=O)cc1O	i	i	i	-5	-5	i	0	2	i	i	-11
COCC(C)n1c(C)cc(C(=O)COC(=O)c2nc3nc(C)cc(C)n3n2)c1C (centres undefined)	i	i	i	-7	1	i	-1	-1	i	i	-10
O=C(NCCS(=O)(=O)c1ccc(Br)cc1)c1ccccc1	i	i	i	-1	3	i	-10	0	i	i	-2
CC(=O)N(CCO)Cc1cc2cc(C)cc(C)c2[nH]c1=O	i	i	i	-1	3	i	-2	.	i	i	1
N#CCCn1nc(-c2ccccc2)c2ccccc2c1=O	i	i	i	3	2	i	-2	-3	i	i	-3
Cc1ccc(C(=O)COc2ccccc2-c2ccccc2)cc1C	i	i	i	.	-2	i	1	0	i	i	-12
C#CCNC(=O)C1=C[C@H](C2CC2)C[C@H](OCCCCO)O1	i	i	i	4	-6	i	-11	-8	i	i	-12
CCc1nccn1S(=O)(=O)c1cc(OC)c(Cl)cc1OC	i	i	i	-5	0	i	4	-3	i	i	-8
Nc1nc(Cl)nc2c1ncn2[C@H]1C[C@H](O)[C@@H](CO)O1	i	i	i	6	-1	i	1	3	i	i	-3
COc1cc(NS(=O)(=O)c2ccc(NC(=O)c3cccs3)cc2)nc(OC)n1	i	i	i	1	-2	i	-2	-3	i	i	-8
N#Cc1ccc(CSc2nnc(Cc3cccs3)n2Cc2ccco2)cc1	i	i	i	9	2	i	2	-1	i	i	-3
COc1cc(OC)cc(C(=O)NC(=S)Nc2ccc3c4c(cccc24)CC3)c1	i	i	i	0	4	i	-4	-1	i	i	-2
CC(C)(C)c1ccc(-n2ncc3c2CCCC3NC(=O)c2cnccn2)cc1 (centres undefined)	i	i	i	-5	-4	i	0	2	i	i	-14
COc1ccc2oc(/C=C/N(C)C)c(C(=O)c3ccc(Cl)cc3)c2c1	i	i	6*	10	-2	i	1	4	i	i	-15
CCCN1CCCc2ccccc21	i	i	i	-9	-1	i	2	5	i	i	-5
CN(C)/C=C1\C(=O)ON=C1c1ccccc1	i	i	i	4	4	i	0	-2	i	i	-5
CCCc1cc(=O)oc2cc(OCC(=O)OC)cc(OCC(=O)OC)c12	i	i	i	.	-5	.	.	.	i	i	3
CCc1ccc(NC(=O)C2CCCN(S(=O)(=O)c3c(C)[nH]c(=O)[nH]c3=O)C2)cc1 (centres undefined)	i	i	i	1	0	i	-15	-2	i	i	-2
CCOC(=O)c1sc(C)c2c(=O)n(Cc3ccc(Cl)cc3)c(C)nc12	i	i	i	-1	0	i	1	1	i	i	0
O=C(CSc1nnnn1-c1ccc(F)cc1)Nc1ccccc1F	i	i	i	-3	1	i	-11	0	i	i	-4
COc1ccc2occ(C(C)=O)c2c1	i	i	i	12	-1	i	2	-2	i	i	-7
CC(C)C(NC(=O)c1ccccc1F)C(=O)Nc1nccs1 (centres undefined)	i	i	i	3	2	i	2	0	i	i	-8
COc1ccccc1-c1nnc2sc(-c3ccc(N(C)C)cc3)nn12	i	i	i	1	1	i	9	0	i	i	-9
C/C=C/c1ccc(OCCCCN2C(=O)NC(C)(C)C2=O)c(OC)c1	i	i	i	6	-3	i	.	.	i	i	-4
Cc1ccc(NC(=O)CSc2nn(-c3ccccc3)c(=S)s2)cc1S(=O)(=O)N(C)C	i	i	i	-3	4	i	6	-1	i	i	-15
O=C(COc1ccccc1F)Nc1ccc2[nH]c(=O)[nH]c2c1	i	i	i	12	2	i	-8	0	i	i	-12
Cc1ccc(CN2CCN(C(=O)C3CCC3)CC2)cc1	i	i	i	-13	3	i	1	0	i	i	-9
COc1ccc(C(C)NC(=O)c2ccncc2)cc1OC (centres undefined)	i	i	i	.	-1	i	-3	-1	i	i	-6
COc1ccc(Cc2nnc(SCC(=O)NC3(C#N)CCCCC3)n2N)cc1	i	i	i	9	1	i	1	-3	i	.	-3
O=C1CC(SCc2nc3ccccc3[nH]2)C(=O)N1c1ccc(Cl)cc1 (centres undefined)	i	i	i	2	-3	i	10	-2	i	i	-4
COc1ccc(C2=NOC(C(=O)Nc3cc(C)nn3-c3ccccc3)C2)cc1OC (centres undefined)	i	i	i	-4	2	i	-5	-1	i	i	-11
CC(=O)c1cc2c(cc1NS(=O)(=O)c1ccc(F)cc1)OCO2	i	i	i	21	0	i	1	0	i	i	-10
COc1ccc(-c2ocnc2C(=O)N2CCN(C(=O)C(c3ccccc3)c3ccccc3)CC2)cc1	i	i	i	10	-1	i	-6	0	i	i	-9
S=c1[nH]nc(-c2ccccc2)n1/N=C/c1ccc(-c2ccccc2Cl)o1	i	i	i	7	0	i	3	-2	8*	i	4

Grouped by structure, the compounds so far with a furan ring, fused or not
SMILES	KCNK9 block	RGS4 act	KCNQ1 block	DYRK1A inh	GSK3beta inhib	KCNK3 block	HDAC3 inhib	GSK3 alpha inh	KCNQ1 act	PolyA inh	hERG protect
N#Cc1ccc(CSc2nnc(Cc3cccs3)n2Cc2ccco2)cc1	i	i	i	9	2	i	2	-1	i	i	-3
COc1ccc2oc(/C=C/N(C)C)c(C(=O)c3ccc(Cl)cc3)c2c1	i	i	6*	10	-2	i	1	4	i	i	-15
COc1ccc2occ(C(C)=O)c2c1	i	i	i	12	-1	i	2	-2	i	i	-7
S=c1[nH]nc(-c2ccccc2)n1/N=C/c1ccc(-c2ccccc2Cl)o1	i	i	i	7	0	i	3	-2	8*	i	4

Later entries.
SMILES	KCNK9 block	RGS4 act	KCNQ1 block	DYRK1A inh	GSK3beta inhib	KCNK3 block	HDAC3 inhib	GSK3 alpha inh	KCNQ1 act	PolyA inh	hERG protect
O=C(O)CCNc1ccc2c(c1)OCCO2	i	i	i	-1	5	i	6	-2	i	i	-5
C/C(=N\NC(=S)NCCc1ccccc1)c1cccc(Br)c1	i	i	i	4	4	i	4	-1	i	i	-13
O=C(CO/N=C/c1ccccc1O)N1CCc2ccccc21	i	i	i	-3	1	i	1	-1	i	i	-13
c1ccc(C2=NC(c3ccccc3)N=C(c3ccccc3)N2)cc1	i	i	i	6	3	i	4	-3	i	i	-7
CCOC(=O)c1c(/N=C/N(C)C)sc2c1CCC2	i	i	i	0	3	i	2	3	i	i	-5
N#CC1(C#N)CC(C=O)=C(N)C1(C#N)CC(=O)c1ccc(F)cc1 (centres undefined)	i	i	i	0	-5	i	-5	1	i	i	-8
Cc1ccc(OCC(=O)Nc2ccc(F)cc2)cc1	i	i	i	.	1	i	4	0	i	i	1
CCOC(=O)c1nccnc1C(=O)Nc1ccc(C(F)(F)F)cc1	i	i	i	0	-3	i	2	-1	i	i	-12
COc1ccc(/C(N)=N/OC(=O)Oc2ccccc2)cc1	i	i	i	8	.	i	1	0	i	i	-6
CCN(CC)C(=O)C1CCN(S(=O)(=O)c2ccc3c(c2)CCCN3C(=O)C2CCC2)CC1	i	i	i	2	3	i	-3	0	i	i	-6
CCOc1ccccc1Nc1nc(N)nc(CSc2nncn2C)n1	i	i	i	1	-3	i	5	0	i	i	-5
S=C(NCc1ccccc1)N1CCN(C2CCCCC2)CC1	i	i	i	-8	1	i	14	-1	i	i	-3
O=C(Nc1cc(Cl)ccc1Cl)C1CC(=O)N(c2ccccc2)C1 (centres undefined)	i	i	i	2	2	i	9	2	i	i	-6
COCCCNC(=O)/C(=C\c1cccn1C)NC(=O)c1cccs1	i	i	i	0	0	i	.	.	i	i	-12
CCCn1c(SCC(=O)NC)nc2sc3c(c2c1=O)CCC3	i	i	i	2	-1	i	-8	-1	i	i	-4
O=C(c1ccc(Cl)c(F)c1F)N1CCOCC1	i	i	i	-1	12	i	-9	-3	i	i	-9
C[C@@H](CN1C2=NC[C@H](Cc3ccccc3)N2C[C@H]1Cc1ccc(O)cc1)NC(=O)CCC1CCCCC1	i	i	i	1	-5	i	-6	0	i	i	-13
Cc1ccc(N/C=C2\CCCCC2=O)nc1	i	i	i	2	-5	i	3	-1	i	i	-16
Nc1c(C(=O)O)nnn1Cc1ccccc1	i	i	i	-1	-2	i	-5	0	i	i	-10
O=C(NCC(c1ccco1)N1CCc2ccccc2C1)c1cccc(F)c1 (centres undefined)	i	i	i	12	0	i	-10	2	i	i	-13
CCOC(=O)COn1c(-n2nc(C)cc2C)nc2ccccc2c1=O	i	i	i	2	0	i	3	-1	i	.	-3
Cc1cccc(Nc2nc(-c3ccc(O)c(O)c3)cs2)n1	i	i	i	.	0	i	7	-3	i	i	-7
CC1CCCCC1NC(=O)C1CCN(S(=O)(=O)N2CCCCCC2)CC1 (centres undefined)	i	i	i	-8	4	i	4	5	i	i	-12
Cc1cc(S(=O)(=O)Nc2cccc([N+](=O)[O-])c2)c(C)s1	i	i	i	-5	-2	i	3	-3	i	i	-7
COc1ccc(S(=O)(=O)N2CCC(C(=O)N[C@@H](C)C(=O)NC3CCCC3)CC2)cc1	i	i	i	-3	5	i	5	-2	i	i	-4
c1ccc(CCCNc2ncnc3nc[nH]c23)cc1	i	i	i	11	-7	i	0	5	i	i	6.0*
Cc1ccc(S(=O)c2snnc2C)cc1 (centres undefined)	i	i	i	1	0	i	0	-1	i	i	-5
Cc1cccc(OCc2nnc(SCC(=O)NCCc3ccccc3)o2)c1	i	i	i	-7	0	i	3	-2	i	i	-4
O=C(Oc1ccc(N2C(=O)CCC2=O)cc1)c1ccccc1Cl	i	i	i	10	4	i	-6	4	i	i	-5
CC1CC(C)CN(S(=O)(=O)c2ccc(C(=O)Nc3nnc(-c4cccs4)o3)cc2)C1 (centres undefined)	i	i	i	-4	-1	i	9	1	i	i	-8
COc1ccccc1-c1cn[nH]c1-c1ccc(OCc2ccc(F)cc2)cc1O	i	i	6*	-6	0	i	.	2	i	i	-12
Cc1onc(-c2ccncc2)c1C(=O)O	i	i	i	-6	1	i	-3	-1	i	i	-6
CN1C2CCC1CC(NC(=O)CSc1ccc(Cl)cc1)C2 (centres undefined)	i	-9*	i	6	0	i	-6	-13	i	i	-8
COc1cc(/C=N/NC(=O)Nc2cccc3nsnc23)cc(OC)c1OC	i	i	i	-9	0	i	.	.	i	i	-3
